# Screening data: PubChem BioAssay, several laboratories
# MT stabilize HCS – microtubule stabilizers in HeLa cells, primary screen, imaging, high-content imaging. 0.83% of 200,000 active. % tubulin-high responders, % at 10 µM. HeLa tubulin immunostaining HCS, 24 h; share of cells brighter than vehicle mean+2SD;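 active means plate Z-score above 3 for both tubulin-high and condensed-nucleus cell shares, with cell loss under 80%, at 10 µM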;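 further: anti alpha tubulin signal scored within the nucleus-defined area of each cell; some results filed as inactive read as strong as hits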
# Autophagy HCS – autophagy modulators in MEF cells, primary screen, imaging, high-content, MEF GFP-LC3; MEF GFP-LC3 puncta imaging; test concentration mostly 10 µM; calls only at 10 µM (by protocol); 0.98% of 190,000 active;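 active means percentage of spot-positive cells more than 3 SD above its plate mean, without a fluorescence outlier flag or 80% toxicity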;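 further: spot-positive cell cutoff set from DMSO-treated cells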
# Ins promoter up – insulin promoter activators in MIN6 cells, imaging, high-content screening, mouse beta cells; AID 1625, 2009; MIN6 insulin promoter-GFP reporter; hits give high values; 0.3% of 190,000 active; z-score at 5 µM;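 active means z-score above 3 at 5 µM with at least 500 cells counted in the well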
# WT yeast gro inh – growth inhibition of WT strain, primary screen, mitochondrial fusion inhibitor project, WT and mutant strains, chemical genetic. mitochondrial fusion phenotypic screen. AID 1362, 2008. 2.1% of 190,000 active. inhibition, % at 10 µM; in the data active means inhibition above about 58%; tested in S. cerevisiae
# bCat nuc transl – modulators of beta-catenin nuclear translocation, primary screen, imaging, HeLa cells, immunofluorescence, high-content; 0.3% of 190,000 active; nuclear translocation activity, % at 5 µM; AID 1665, 2009;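 active means nuclear translocation activity above 50% at 5 µM, with a well cell count of 50 or more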;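 further: per-cell ratio of nuclear to cytoplasmic median beta-catenin stain intensity; plate controls were DMSO negative control for no effect and GSK-3 inhibitor IX positive control for full effect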
#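 test system = HeLa cells, endogenous beta-catenin | dosing = single 5 µM dose plus 0.02–20 µM confirmation series | times = compound treatment 24 h, 37°C, 5% CO2 | technique = beta-catenin immunofluorescence imaging with DAPI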
# Dynein cargo inh – inhibitors of GR-EGFP nuclear translocation, primary screen, dynein cargo transport inhibitor project, imaging, high-content, 3617.4 mouse cells. test concentration mostly 20 µM; stimulated with dexamethasone, 1 µM; hits give low values. z-score, hits read low. 0.47% of 220,000 active;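 active means plate z-score of nuclear minus cytoplasmic receptor signal below a set negative limit, without overly bright fluorescence or cell loss, cut at about -3.5 in these data, passing the limit was not always enough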;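 further: z-score of nuclear minus cytoplasmic ring GR-EGFP intensity difference per well; some compounds called inactive have numbers as strong as hits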
#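 Schedule: 48 h induction, then 1 h compound, then 30 min agonist, 37 °C. Buffer or medium: tetracycline-free induction medium containing charcoal-stripped FBS. Reagent: 1.0 µM final dexamethasone stimulus. Evaluation: nuclear versus cytoplasmic GR-EGFP signal, averaged per well. Signal: high-content fluorescence imaging after fixation.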
# PMI inhibitors – inhibitors of human PMI, primary screen, biochemical, fluorescence intensity, coupled assay (AID 1209); one-dose inhibition, % at 20 µM; IC50 in µM for titrated hits; 0.42% of 190,000 active; Mannose-6-phosphate isomerase (Homo sapiens); purified PMI enzyme, coupled fluorescence intensity; higher % means a stronger effect;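 further: plate controls were DMSO vehicle for no effect and wells lacking substrate for full effect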
# Yfh1-off respiration – enhancers of respiration in Yfh1-depleted yeast, dose response, Friedreich's ataxia, plus single-dose screen (AID 1465); 0.074% of 220,000 active; S. cerevisiae Yfh1-off respiration, WST-1 reduction, 72 h; higher fold induction means a stronger effect; one-dose fold induction at 50 µM; EC50 in µM for titrated hits;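 active means fold induction of absorbance versus untreated yeast above a set limit, then at least 30% activation at any dose in follow-up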;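 further: activators that raise dye reduction in frataxin-depleted yeast; strong numbers were not always called active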
# human PMI inhibitors – human PMI inhibitors, high substrate, primary screen, biochemical, fluorescence intensity, high mannose 6-phosphate (AID 1220); Mannose-6-phosphate isomerase (Homo sapiens); recombinant PMI enzyme, coupled fluorescence intensity; higher % means a stronger effect; inhibition, % at 20 µM; hits with a dose series show IC50 in µM; 0.66% of 190,000 active
# WT yeast gro inh mutant strain – further read-out of WT yeast gro inh, marked with its call; inhibition, %; mitochondrial fusion phenotypic screen, mutant strain inhibition
# Dynein cargo inh cytoplasmic EGFP – second read-out of Dynein cargo inh, no call of its own (marks repeat the call); z-score; measured here: cytoplasmic GR-EGFP intensity; hits give high values
# Dynein cargo inh nuclear GR-EGFP – second read-out of Dynein cargo inh, no call of its own (marks repeat the call); z-score; measured here: nuclear GR-EGFP intensity;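 lower value marks the stronger effect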
# Dynein cargo inh cell count – recorded beside Dynein cargo inh, whose call it bears; z-score; measured here: cell count per field
# Ins promoter up cell count – recorded beside Ins promoter up, whose call it bears; cell count; measured here: cytotoxicity, nuclei count;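 total cells summed across four imaged fields per well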
# bCat nuc transl cell count 5 µM – also measured in bCat nuc transl; calls as there; cell count; measured here: cell count, cytotoxicity flag
# MT stabilize HCS Hoechst-high % – second read-out of MT stabilize HCS, no call of its own (marks repeat the call); % Hoechst-high responders; measured here: nuclear condensation Hoechst responders;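 share of cells brighter than vehicle mean plus two SD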
# MT stabilize HCS cytotoxicity % – recorded beside MT stabilize HCS, whose call it bears; toxicity, %; measured here: cytotoxicity by cell density;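 0% = mean cell density of plate MIN control wells and 100% = no cells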
# Autophagy HCS cell loss 18 h – second read-out of Autophagy HCS, no call of its own (marks repeat the call); toxicity, %; measured here: cell loss, nuclei count;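 cell loss after 18 h compound exposure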
# Starred values were filed as active, the others as inactive; i = inactive; . = not tested or not shown. Unless noted, no stated cut-off is given here; in the data, active means inhibition above about 50%; inactive means the rest.
mol,MT stabilize HCS,MT stabilize HCS Hoechst-high %,MT stabilize HCS cytotoxicity %,Autophagy HCS,Autophagy HCS cell loss 18 h,Ins promoter up,Ins promoter up cell count,WT yeast gro inh,WT yeast gro inh mutant strain,bCat nuc transl,bCat nuc transl cell count 5 µM,Dynein cargo inh,Dynein cargo inh cytoplasmic EGFP,Dynein cargo inh nuclear GR-EGFP,Dynein cargo inh cell count,PMI inhibitors,Yfh1-off respiration,human PMI inhibitors
COCC(=O)Nc1ccc(S(=O)(=O)Nc2cc(C)nc(C)n2)cc1,2.4,1.3,7.5,i,1,.,.,-13,-28,.,.,-0.61,0.56,-0.35,-0.17,8%,i,2%
Cc1ccc(C)c(CSc2nnc(C)c(=O)[nH]2)c1,2.7,2.8,2.2,i,1,-0.19,1404,-14,-5,-3.1,1030,-0.94,-0.31,-0.78,1.3,7%,i,7%
C/C(=N\NC(=O)CSc1nc2ccccc2s1)c1cccnc1,.,.,.,.,.,0.29,1457,.,.,0.3,1285,0.13,-0.26,-0.2,0.68,.,i,.
COCCn1c(SCC(=O)Nc2ncc(C)s2)nc2sc3c(c2c1=O)CCC3,3.0,2.8,2.1,i,23,-0.75,1118,32,31,-6.0,1254,0.2,-0.23,0.069,0.31,19%,i,5%
Cc1ccccc1Nc1ccc(S(=O)(=O)N2CCOCC2)cc1[N+](=O)[O-],1.8,5.5,6.2,i,-6,.,.,3,-10,1.5,974,-0.57,-0.23,-0.49,0.58,15%,i,3%
CSc1nc(C)c2c(n1)OC(CN1C(=O)c3ccccc3C1=O)C2 (stereo unspecified),.,.,.,.,.,-0.17,1563,.,.,-7.4,1058,.,.,.,.,-7%,.,2%
Cc1cccc(NC(=S)Nc2ccccn2)c1,.,.,.,.,.,-0.18,1355,.,.,1.2,1292,-0.52,-0.21,-0.26,0.35,.,i,.
O=C(CSc1nc2ccccc2n1CCc1ccccc1)c1ccc(O)c(O)c1,3.4,1.7,2.1,i,17,1.3,1416,19,16,4.2,785,-1.2,-0.23,-0.56,0.95,-14%,i,-61%
C=C(C)Cn1c(SCC(=O)O)nnc1-c1ccccc1,2.3,2.2,9.9,i,-13,-1.4,944,-12,-4,-2.6,1164,0.36,-0.077,0.36,-0.22,-28%,i,-48%
COc1ccccc1C(=O)NCCCN1CCCC1=O,1.8,0.2,25,i,5,0.11,1543,-10,14,-0.8,1065,0.0043,-0.19,0.097,2.1,-3%,i,-8%
Cc1cc(C(=O)Nc2c(F)cc(F)cc2Br)no1,1.8,2.1,1.7,i,-2,.,.,12,9,1.8,1021,-0.44,-0.23,-0.32,-0.57,10%,i,10%
C=CCOc1c(CNc2ccc3[nH]c(=O)[nH]c3c2)cccc1OC,1.7,1.5,4.4,i,21,0.16,1550,10,-14,4.1,1176,-0.99,-0.15,-0.63,-0.16,.,i,.
CC(C)OC(=O)/C(=C\c1ccc2c(c1)c1ccccc1n2C)NC(=O)c1ccccc1,0.5,1.0,11,i,-4,.,.,25,2,.,.,-0.41,-0.22,-0.49,0.71,11%,i,5%
Cc1cc(C)cc(C(=O)NCC(=O)OCC(=O)N(C)c2ccccc2)c1,4.2,1.8,25,i,11,0.2,1252,10,0,0.8,949,0.15,-0.33,0.5,0.66,1%,i,0%
Cc1c(Cl)cccc1NC(=O)CC1NCCNC1=O (stereo unspecified),2.7,2.5,8.4,i,4,0.41,1476,22,-14,-3.0,1301,-0.29,-0.22,-0.81,-0.08,7%,i,3%
COc1cc(CNCc2ccccc2)c(Br)cc1OC1CCCC1,2.0,1.0,12,i,6,0.57,1541,29,25,-3.6,1153,-0.24,-0.3,0.075,0.61,-6%,i,3%
COc1ccc(-n2cnnc2SCC(=O)Nc2cc(C(C)(C)C)nn2-c2ccccc2)cc1,2.0,1.8,8.7,i,0,.,.,.,.,-12,1149,-0.56,-0.26,-0.33,0.96,5%,i,-5%
CCN1CCCC1CNC(=O)C1CCN(C(=O)c2cc3sccc3n2Cc2ccc(F)cc2)CC1 (stereo unspecified),4.0,2.6,6.8,i,3,-0.81,1115,1,8,0.5,1088,0.3,-0.14,0.33,-0.84,-9%,i,-5%
CCC(c1nnnn1Cc1ccco1)N1CCC(C(N)=O)CC1 (stereo unspecified),1.3,1.1,5.0,i,5,0.4,1248,12,3,-6.7,994,-0.44,-0.22,-0.29,0.53,5%,.,8%
O=C(NCCc1ccc(Cl)cc1)c1ccc2nc[nH]c2c1,2.3,2.5,7.8,i,-5,0.84,1392,-4,-16,-1.3,934,1.9,-0.29,1.5,-1.2,0%,i,14%

# Next part.
mol,MT stabilize HCS,MT stabilize HCS Hoechst-high %,MT stabilize HCS cytotoxicity %,Autophagy HCS,Autophagy HCS cell loss 18 h,Ins promoter up,Ins promoter up cell count,WT yeast gro inh,WT yeast gro inh mutant strain,bCat nuc transl,bCat nuc transl cell count 5 µM,Dynein cargo inh,Dynein cargo inh cytoplasmic EGFP,Dynein cargo inh nuclear GR-EGFP,Dynein cargo inh cell count,PMI inhibitors,Yfh1-off respiration,human PMI inhibitors
Cc1onc(-c2ccccc2)c1C(=O)N1CCC(C)CC1,3.0,2.2,7.7,i,0,-0.01,1333,12,13,-2.0,1174,-0.51,-0.28,-0.3,0.39,-8%,i,-6%
CC1=C(C(=O)O)N2C(=O)C(NC(=O)c3nn(C)cc3Cl)C2SC1 (stereo unspecified),2.8,1.9,4.4,i,-25,.,.,29,36,.,.,-0.73,-0.19,-0.46,-0.81,8%,i,12%
CCC(C)C1=CC(=Nc2c(C)n(C)n(-c3ccccc3)c2=O)C=C(C(C)CC)C1=O (stereo unspecified),2.6,2.5,10,i,52,-0.56,1246,20,1,-3.5,1130,-0.56,-0.2,-0.42,0.034,52%*,i,.
O=C(Nc1nccs1)c1ccc(NC(=O)c2ccco2)cc1,2.1,1.5,6.4,i,-12,-0.16,866,2,-5,-4.5,1148,1.6,-0.17,1.3,-1.2,-3%,i,-3%
O=C(COC(=O)c1cn(-c2ccccc2)nc1-c1cccs1)NC1CC1,0.9,0.9,6.2,i,4,0.87,1514,4,9,3.0,1329,-0.81,-0.15,-0.38,0.88,0%,i,-2%
OC(COc1ccc(Br)cc1)CN1CCOCC1 (stereo unspecified),4.2,1.2,1.5,i,17,-1.1,1199,-8,-1,-2.5,895,0.33,-0.3,0.8,0.072,2%,i,1%
COc1cccc(C2NC(=O)c3ccccc3O2)c1OCc1ccccc1F (stereo unspecified),4.1,1.9,3.3,i,0,.,.,-6,9,0.1,1131,-1,-0.28,-0.48,0.42,7%,i,19%
CCOC(=O)C1=C(C)NC2=C(C(=O)c3ccccc32)C1c1ccc(O)cc1 (stereo unspecified),3.1,2.6,7.1,i,28,-0.4,1291,11,19,3.9,487,0.85,-0.28,0.46,0.13,4%,i,4%
COC(=O)c1c(C)[nH]c(O)c1C=Nc1ccc(C#N)cc1,4.0,0.9,12,i,10,-1.8,1367,1,-4,3.2,621,-0.69,-0.25,-0.23,1.1,-46%,i,2%
O=C1NC(c2ccc3c(c2)OCO3)Oc2ccccc21 (stereo unspecified),1.8,1.3,5.1,i,-3,0.02,1094,-3,-14,-4.1,1024,-0.47,-0.23,-0.072,0.42,-4%,i,-4%
COc1ccc(-n2nnc3c(SCC(=O)NCc4ccco4)ncnc32)cc1,3.4,1.8,5.8,i,8,1.5,1481,-14,-12,-2.5,976,-0.33,0.04,0.27,-1.3,6%,i,4%
Cc1cccc(OCCCC(=O)NC(C)C)c1,3.3,1.5,2.2,i,6,-0.59,1579,12,-8,-1.8,1229,0.81,-0.28,-0.55,-0.75,5%,i,5%
O=C(/C=C/c1ccc2c(c1)OCO2)Nc1nc(-c2ccccc2)cs1,1.7,1.4,5.5,i,17,-0.53,1497,17,19,2.0,1338,0.044,-0.023,-0.35,0.51,10%,.,4%
CCN(CC)C(NC(=O)c1ccccc1)C(=O)c1ccccc1 (stereo unspecified),0.8,1.6,2.3,i,9,-0.22,1363,-4,-12,-1.9,1024,1.5,-0.13,0.27,0.31,-6%,i,8%
CCCN(C#N)c1nc(NCC)nc(NC(C)C)n1,2.7,2.8,12,i,13,-0.73,1557,-3,6,-3.4,991,-0.014,-0.072,0.36,0.12,0%,i,-1%
O=C(CSc1ccc2nnc(-c3ccc(Cl)cc3)n2n1)N1CCc2ccccc21,9.8,1.9,3.0,i,2,-0.86,1973,-4,-12,0.6,1119,0.62,-0.2,0.35,-0.32,-2%,.,-14%
Cc1ccc(C(=O)c2ccccc2C(=O)OCC(=O)NCC2CCCO2)cc1 (stereo unspecified),1.7,1.0,4.4,i,-9,.,.,-13,-23,0.3,1482,-0.37,-0.29,-0.2,1.1,1%,i,-1%
COc1ccc(NC(=O)Cc2ccc(Cl)cc2Cl)cn1,3.6,3.3,8.4,i,1,0.07,1225,11,15,-2.2,1143,-0.56,0.098,0.23,0.53,0%,i,4%
CCN1C(c2ccccc2)C(C)C(=O)C(C)C1c1ccccc1 (stereo unspecified),0.8,1.6,16,i,2,0.62,833,81*,53*,-3.5,1110,-0.39,-0.26,-0.21,0.067,8%,i,3%
CCCn1c(-c2ccc(OC)cc2)nc2ccccc21,1.5,2.0,11,i,63,-4.7,749,32,12,0.5,1120,-0.38,-0.19,-0.03,0.31,9%,i,6%
